DENV2 CPE rescue – inhibitors of DENV2 cytopathic effect, primary screen, cell-based, plate reader, single concentration; DENV2-infected cells, cytopathic effect rescue; CPE inhibition, % at 9.99 µM; actives 1.7% (n = 350,000); AID 651640, 2012; in the data active = CPE inhibition above about 20%, passing the limit was not always enough; inconclusive = no clear call, values can overlap the other calls; tested in BHK-21 cells;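 also: 0% = median of neutral control wells and 100% = median of positive control wells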
PAX8 reporter – inhibitors of PAX8-driven TPO luciferase reporter, primary screen, RMG-I cells, single concentration | actives 1.2% (n = 360,000) | AID 652154, 2013 | inhibition, % at 12.6 µM | SteadyGlo, 24 h;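 active = mean replicate inhibition at least 60% with every replicate also reaching 60%; inconclusive = only one of the two criteria is met; inactive = mean below 60% and not all replicates reaching 60%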;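 also: luciferase light reporting Pax8 driven TPO promoter activity; plate controls were median of neutral control wells for no effect and mitoxantrone controls for full effect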
FN deposition inh – inhibitors of fibronectin matrix deposition, primary screen, AH1F cells, Alexa488-fibronectin fluorescence, plate reader. AH1F fibroblasts, overnight. inhibition, % at 12.6 µM. actives 0.086% (n = 350,000). AID 743247, 2014;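 active = mean inhibition across replicates of 30% or more, regardless of how many single replicates reach that level; inconclusive = mean under 30% yet at least half of replicates reach 30%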;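 also: positive control wells lacked labelled fibronectin entirely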
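Material – AH1F fibroblast monolayer, labelled fibronectin deposition · Reagent – labelled fibronectin 24 nM · Timing – 1 h adhesion, overnight exposure · Measured by – fluorescence at 485 nm excitation, 525 nm emission · Read-out – inhibition of fibronectin deposition signal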
INS-1E GSIS act – GLuc luminescence reporter in INS-1E cells, primary screen for activators of glucose-dependent secretion of insulin. actives 0.61% (n = 370,000). AID 743287, 2014. INS-1E GLuc reporter insulin secretion, 2-3 h. activation, % at 16.6 µM;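 active = lowest replicate activation of at least 40%, so every replicate reaches that level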;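 also: 0% = median of neutral control wells and 100% = median of IBMX positive control wells; some compounds called inactive have numbers as strong as hits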
miR-122 sensor – miR-122 Renilla sensor signal increase in Huh7, primary screen, miR-122 inhibitor project, cell-based, single point, plate reader. Huh7 miR-122 Renilla luciferase sensor, 48 h; neutral wells = 0, positive control = 100. activation (reporter increase), % at 12.5 µM. actives 0.3% (n = 340,000);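 active = mean replicate activation score at least 90 and every replicate individually at or above 90; inconclusive = only one of the two criteria met; inactive = neither criterion met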;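 also: higher luciferase means less miR-122 activity so hits act as miR-122 inhibitors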
F508del corr – F508del CFTR correction, initial screen, CFBE line, single point. actives 0.36% (n = 350,000). CFBE cells, YFP halide quenching; stimulated with forskolin plus potentiator P3; % fluorescence drop versus neutral controls. activity (quench increase), % at 7.58 µM;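 active = mean added fluorescence quench of at least 8% versus neutral control, with both replicates also reaching 8%; inconclusive = only one of the mean or replicate conditions met; inactive = mean below 8% and not both replicates reaching 8%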;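 also: cells transiently co-express mutant CFTR-F508del with the halide-sensitive YFP; corrector assay measuring rescue of mutant channel to the surface after 24 h compound exposure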
EWS-Fli inh – EWS/Fli-driven NR0B1 reporter inhibitors, primary screen, A673 cells, NR0B1 luciferase, luminescence, MLPCN library. viability-normalised. inhibition, % at 12.6 µM. actives 0.67% (n = 350,000). AID 651661, 2012;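 active = mean inhibition of at least 50% after viability correction, with every replicate also passing that limit; inconclusive = mean reaches 50% but only one of two replicates passes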;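 also: firefly luciferase signal divided by Alamar Blue viability fluorescence both relative to DMSO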
The depositor's hits bear a star; ? = inconclusive; . = not tested or not shown; [ ] = another dose, or the depositor's remark.

Screens in order: DENV2 CPE rescue, PAX8 reporter, FN deposition inh, INS-1E GSIS act, miR-122 sensor, F508del corr, EWS-Fli inh
Cc1ccc(CN2CCN(Cc3ccc4cc(F)ccc4n3)CC2CCO)o1 (stereo not drawn)
  2, -19, 5, -4, 3, -0.2, 6
Cc1ccsc1/C=C1/SC(=O)N(CC(=O)N2CCCC2)C1=O
  -2, -13, ., -3, -7, 0.6, -20
O=C(/C=C(\Nc1ccc(Br)c(F)c1)c1ccccc1)c1ccccc1
  1, -39, -12, ., ., 0.0, -4
Cc1[nH]c2ccc(F)cc2c1CCN(Cc1ccncc1)C(=S)Nc1ccccc1
  ?, 12, 0, -17, ., -0.2, 11
CC(C)C(OC(=O)C1=Cc2ccccc2OC1)C(=O)NCC1CCCO1 (stereo not drawn)
  -3, -42, ., -7, 3, -0.5, -57
N#C/C(=C\c1ccc(N2CCCCC2)o1)C(N)=O
  2, -26, 3, -2, ., 1.0, -13
COc1ccc(NC(=O)N[C@H]2CC[C@@H](CCNC(=O)Nc3cc(F)ccc3F)O[C@H]2CO)cc1
  -5, ., 4, -8, ., -1.6, .
O=C(c1cccc(F)c1)N1C[C@@H]2[C@H](c3ccccc31)[C@@H](CO)N2C(=O)C1CC1
  55*, 7, -8, -3, 50[16.7 µM], -0.9, -8
COc1ccc([C@H]2CC(=O)C=C(c3cccc(OC)c3)C2)cc1
  -7, -4, 12, 3, -2, 2.6, -18
O=C(COC(=O)C1CC2C=CC1C2)Nc1ccccc1[N+](=O)[O-] (stereo not drawn)
  -2, -5, 10, 5, 17, -4.7, 1
Cn1c(=O)oc2cc(S(=O)(=O)N3CCCC(C(=O)N4CCc5ccccc5C4)C3)ccc21 (stereo not drawn)
  -8, 7, -9, -8, -3, -1.6, 21
Cc1[nH]n(-c2ccccc2)c(=O)c1/C=N/N1C(=O)c2cccc3cccc(c23)C1=O
  ., 10, -8, -4, -4, -1.4, -7
CCOc1ccc(CCNC(=O)C2CCCN(S(=O)(=O)N3CC(C)CC(C)C3)C2)cc1OCC (stereo not drawn)
  -3, 2, -5, -17, 8, -2.3, 4
COc1cccc(-c2cnc3c(c2)C(=O)N([C@H](C)CO)C[C@@H](C)[C@@H](CN(C)Cc2ccncc2)O3)c1
  -10, ., 4, 0, 1[16.7 µM], 1.9, -4
CCOC(=O)C1CCN(C(=O)Nc2ccc3snnc3c2)CC1
  -5, ., ., 9, -4, -3.0, 14

For convenience, 3 of the compounds above:
Screens in order: DENV2 CPE rescue, PAX8 reporter, FN deposition inh, INS-1E GSIS act, miR-122 sensor, F508del corr, EWS-Fli inh
CCOc1ccc(CCNC(=O)C2CCCN(S(=O)(=O)N3CC(C)CC(C)C3)C2)cc1OCC (stereo not drawn)
  -3, 2, -5, -17, 8, -2.3, 4
COc1cccc(-c2cnc3c(c2)C(=O)N([C@H](C)CO)C[C@@H](C)[C@@H](CN(C)Cc2ccncc2)O3)c1
  -10, ., 4, 0, 1[16.7 µM], 1.9, -4
CCOC(=O)C1CCN(C(=O)Nc2ccc3snnc3c2)CC1
  -5, ., ., 9, -4, -3.0, 14

(next part)
Screens in order: DENV2 CPE rescue, PAX8 reporter, FN deposition inh, INS-1E GSIS act, miR-122 sensor, F508del corr, EWS-Fli inh
Cc1cc2c(nc1C)CCCN2S(=O)(=O)c1ccc(C#N)cc1
  18, -4, 11, 14, ., -2.0, -5
O=C(NCCCN1CCCC1=O)c1cccc(S(=O)(=O)NCc2ccccc2)c1
  1, ., 9, 0, ., 2.3, -5
CC(=O)NC(CCc1ccc(Cl)c(Cl)c1)c1cccc(O)c(=O)c1 (stereo not drawn)
  ?, 91*, 10, ., ., 0.3, -3
CC1(C)CC(=O)N(c2cc(Cl)ccc2Cl)C(=O)C1
  5, -18, 6, -10, -8, -7.4, 0
Cc1ccccc1N/C=C/C(=C(C#N)C#N)N(C)C
  0, ., ., 10, 5, 1.0, 6
CCOc1ccccc1C(=O)Nc1c[nH]c(=O)[nH]c1=O
  -8, 10, 1, 4, -24, 0.0, -4
CCOC(=O)C1CN(S(=O)(=O)c2cccs2)c2ccc(CC(=O)OC)cc2O1 (stereo not drawn)
  4, 15, 2, -22, ., -1.0, .
C[C@@H]1CN([C@H](C)CO)C(=O)c2ccccc2-c2ccccc2CO[C@H]1CN(C)C(=O)Nc1ccnc(N2CCOCC2)c1
  1, -16, -13, 2, ., -0.5, 1
CCn1c(-c2ccncc2)n[nH]c1=S
  1, -13, -4, 28, -11, 1.0, 6
CN1CCN(C(=O)C[C@H]2C[C@H]3c4cc(NC(=O)Nc5ccccc5)ccc4O[C@H]3[C@H](CO)O2)CC1
  5, 1, 3, 13, -4[16.7 µM], -1.0, -11
Cc1ccc(C(=O)Nc2cc(=O)n(C)c(=O)n2C)cc1C
  3, 12, -12, ., 0, -0.8, 3
NC(=O)c1ccc[n+](CC(=O)Nc2ccccc2C(=O)O)c1
  0, -4, 2, -6, 0, -1.4, -4
CC(=O)N1CC(c2ccccc2)C(c2ccc(Cl)cc2)=N1 (stereo not drawn)
  17, -8, 2, -11, -6, 1.1, 19
O=C(NN=C1CCCCCC1)NC1CCCCC1
  ., -30, -1, -4, -2, ., .
Cc1cc(C)cc(CC(=O)N2CCC2(C)C(=O)NS(=O)(=O)c2ccc(Br)cc2)c1 (stereo not drawn)
  -3, -9, 6, 4, 8, -1.3, -1

Screens in order: DENV2 CPE rescue, PAX8 reporter, FN deposition inh, INS-1E GSIS act, miR-122 sensor, F508del corr, EWS-Fli inh
C[C@H](CO)N1C[C@H](C)[C@@H](CN(C)Cc2cccnc2)Oc2ncc(-c3ccccc3)cc2C1=O
  -3, ., -2, 10, -3[16.7 µM], -0.7, -4
CC1=C(c2ccccc2)[N+](=O)C2(CCCC2)N1[O-]
  ., -1, 10, 11, 1, ., .
CC(=O)N1N=C(c2cccs2)CC1c1cc2cc(C)ccc2nc1Cl (stereo not drawn)
  2, 0, 7, 8, ., -4.5, 4
CC(Oc1cccc(Cl)c1)C(=O)NNC(=O)c1cccnc1 (stereo not drawn)
  -6, 1, 31*, 2, ., 0.7, -2
O=C(OCc1ccccc1)c1cnc(Cl)c(Cl)c1
  -1, 13, 0, 9, -1, -3.3, 10
COc1ccc(C2C(C#N)=C(/N=C/N3CCOCC3)OC3=C2C(=O)CC(C)(C)C3)cc1OC (stereo not drawn)
  ., ., -7, 4, -13, ., .
Cc1ccc(F)c(C2=CC(=O)C[C@H](c3ccc(F)cc3)C2)c1
  -1, -2, 1, -4, -4, -0.8, -1
COc1cc([N+](=O)[O-])ccc1-c1ccc(/C=N/NC(N)=O)o1
  -1, -24, -3, 16, -1, 1.8, 4
O=C(NCc1ccccn1)c1cc(-c2ccc(Cl)cc2)nc2ccccc12
  -7, 5, 4, 21, 0, 1.1, -14
Cc1ccc(-c2nc(CN(C)Cc3ccc4nccnc4c3)c(C)o2)s1
  3, 18, 6, 3, ., -4.7, 8
CC(CO)NCC12CC3CC(CC(C3)C1)C2 (stereo not drawn)
  11, 2, 3, 9, ., -4.1, -5
CC1CCCC(NC(=O)CSc2nnnn2C)C1C (stereo not drawn)
  6, ., ., -5, 2, -0.4, 2
CC(=O)Nc1ccc(N2C(=O)CSC2c2ccc([N+](=O)[O-])cc2)cc1 (stereo not drawn)
  -4, 12, -2, 1, ., 0.6, -3
COC(=O)[C@@]12C[C@@H](CC(=O)NCCCN3CCCC3=O)C(=O)N(Cc3cccc4ccccc34)C1=CCC(C)(C)C2
  1, 2, -4, ., ., 2.5, -3
Cc1cn(CC(=O)NCc2nc3ccccc3[nH]2)c(=O)[nH]c1=O
  15, -7, 0, 8, ., 4.8, -7

Screens in order: DENV2 CPE rescue, PAX8 reporter, FN deposition inh, INS-1E GSIS act, miR-122 sensor, F508del corr, EWS-Fli inh
C[C@@H]1CN([C@H](C)CO)C(=O)c2cc(NC(=O)CCC(F)(F)F)ccc2O[C@@H]1CN(C)S(C)(=O)=O
  2, -13, ., 6, 43[16.7 µM], 3.5, 21
CCOC(=O)C1CCCN(C(=S)Nc2ccc(OC)cc2)C1 (stereo not drawn)
  7, -33, -1, -21, 3, -0.2, 4
O=C1N(CN2CCN(c3cccc(Cl)c3)CC2)c2ccccc2C12OCCCO2
  ., ., 4, -4, 3, ., .
O=S(=O)(c1cccs1)N1CCN(c2ccccc2)CC1
  11, -3, -2, -2, -8, 0.9, 4
CCc1ccc(OCC(=O)N/N=C/c2cc([N+](=O)[O-])ccc2N2CCCCCC2)cc1
  ., -4, -1, -21, 4, ., .
C[C@H]1CN([C@@H](C)CO)C(=O)c2cc(C#Cc3ccc(F)cc3)cnc2O[C@@H]1CN(C)Cc1ccccn1
  -2, ., ., 8, -22[16.7 µM], 0.4, -8
CCN(CC(=O)NCc1cccs1)C(=O)/C=C/c1cccc(Br)c1
  5, -5, 0, -8, -1, -1.6, 3
COc1ccc(C)cc1NC(=O)c1ccc2c(SCC(=O)O)c3c(nc2c1)CCCC3
  1, 8, 2, 0, -4, -0.1, 2
CO[C@@H]1CN(C)C(=O)c2ccc(NC(=O)Nc3c(C)noc3C)cc2OC[C@@H](C)N(C)C[C@@H]1C
  -6, ., ., 10, 12[16.7 µM], 2.9, -7
Cc1ccccc1NC(=O)C(=O)c1cn(C)c2ccccc12
  -1, -44, -2, 10, -1, -0.1, -37
S=C1Nc2cc(Cl)ccc2Sc2ccccc21
  ., -7, 0, -6, -4, ., .
O=C(COC(=O)/C=C/c1ccccc1[N+](=O)[O-])Nc1ccc(S(=O)(=O)N2CCOCC2)cc1
  -3, 22, 3, ., 4, -1.4, 11
CCn1c(C)[n+](Cc2ccccc2)c2ccc(Cl)cc21
  9, -9, 9, 7, ., -2.5, -8
C[C@H]1CN([C@@H](C)CO)C(=O)c2cc(/C=C/c3ccccc3)cnc2O[C@@H]1CN(C)C(=O)C1CC1
  ., ., -24, -22, -5[16.7 µM], 2.0, -12
COc1ccc(N)c2c1C(=O)c1ccccc1C2=O
  ., ., 7, 12, 1, ., .

Screens in order: DENV2 CPE rescue, PAX8 reporter, FN deposition inh, INS-1E GSIS act, miR-122 sensor, F508del corr, EWS-Fli inh
Cc1cc(C)cc(N(CCC#N)C(=O)CSc2n[nH]c(N)n2)c1
  -3, -8, -4, 9, -3, 1.5, 0
Cc1cccc(NC(=O)c2ccccn2)c1C
  ., -78, 7, ., -2, ., .
CC(=O)Nc1ccc(C(C#N)=Cc2ccc(N(C)CCC#N)cc2)cc1
  1, -44, -1, ., 0, -1.2, -9
C[C@H]1CN([C@@H](C)CO)C(=O)c2cccc(N(C)C)c2O[C@@H]1CN(C)C(=O)Nc1ccc(F)cc1
  -4, 3, 7, -4, 69[16.7 µM], -1.8, -2
Cc1sc2ncn(CC(=O)NCc3ccco3)c(=O)c2c1-c1ccccc1
  -1, -9, 1, -7, ., 2.0, 18
Cc1cc(C(=O)OCC(=O)NC(C)C)c(C)o1
  ., -6, -1, ., 0, ., .

Source: PubChem BioAssay

Hits appear at their usual frequency; 3.9% or so of the library scored in one or more.
